Screening data as filed in PubChem.
SW480 rerep: induces DNA re-replication in SW480 colon adenocarcinoma cells. 340,000 compounds, 1.8% hits. Potency, µM (titrated, usually from 46.1 µM), without a hit: top-dose re-replication activation, most hits filed as activators. SW480 DNA re-replication, Hoechst DNA content imaging, 48 h. AID 624297; note: potency is the fitted concentration of half-maximal effect; % of control where 0% means no effect; nearly all actives have a fitted effect of over 55% in size
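Per well, 250 cells were exposed to pinned compound for 48 hr. Nuclear DNA was visualised with Hoechst (40 min, 37 C) and total object intensity recorded by fluorescence scanning.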
KB-V1 MDR tox: KB-V1 MDR subline cytotoxicity; KB-V1 MDR cells viability, CellTiter-Glo, 72 h; Potency, µM (highest dose often 46.1 µM), inactives show top-dose activity change, negative = cytotoxicity, hits mostly cytotoxic; 400,000 compounds, 3.4% hits; AID 1347076; note: potency is the fitted concentration of half-maximal effect; % is set by controls: 0 for no effect and ±100 for the full control effect; nearly all actives have a fitted effect of over 60% in size
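Compound-treated KB-V1 multidrug-resistant cells, 72 h, 37 degrees C; viability by CellTiter-Glo. Fitted qHTS curves give the values.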
MCF10A rereplic: inducers of DNA re-replication in MCF 10A breast cells | MCF 10A DNA re-replication, Hoechst nuclear intensity, 48 h | Potency, µM (titrated, usually from 46.1 µM), for inactives: at the top dose activity, positive = re-replication, hits mostly activators | 350,000 compounds, 2.9% hits | AID 624296; note: potency is the fitted concentration of half-maximal effect; % of control where 0% means no effect; nearly all actives have a fitted effect of over 50% in size
HT1080-NT tox: kills 2HG-producing HT-1080-NT fibrosarcoma cells; HT-1080-NT fibrosarcoma viability, CellTiter-Glo ATP luminescence, 48 h; Potency, µM (series often up to 46.1 µM), without a hit: at the highest dose activity, negative = less viability, usual class: cytotoxic; 360,000 compounds, 1.6% hits;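 note: NT is the 2HG producing partner of a matched IDH1 knockdown line; potency is the fitted concentration of half-maximal effect; 0% = DMSO-treated cells and -100% = media-only wells without cells; nearly all actives have a fitted effect of over 55% in size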
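750 cells/well, RPMI + 5% FBS; 2 h settle, compound pin-transfer, 48 h at 37 degrees C. CellTiter-Glo 10 min RT, luminescence. Normalized to DMSO and media-only wells.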
KB-3-1 tox: KB-3-1 parental cell cytotoxicity; Potency, µM (highest dose often 46.1 µM), inactives show at the highest dose activity change, negative = cytotoxic, actives largely listed as cytotoxic; KB-3-1 viability, CellTiter-Glo ATP luminescence, 72 h; 400,000 compounds, 1.4% hits; note: potency is the fitted concentration of half-maximal effect; % is set by controls: 0 for no effect and ±100 for the full control effect; nearly all actives have a fitted effect of over 60% in size
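Parental KB-3-1 adenocarcinoma cells in phenol-red-free DMEM with 10% FBS were pin-treated with compounds at several concentrations, incubated 72 h at 37 °C, and viability read by CellTiter-Glo luminescence; concentration-effect curves were fitted after normalization.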
ATXN viability: reduces viability in counter-screen for ATXN expression inhibitors. S2 cells (HEK-293 line with an ATXN2-luciferase reporter) viability, CellTiter-Fluor protease fluorescence, 24 h. 400,000 compounds, 0.49% hits. Potency, µM (series often up to 56.7 µM), most hits filed as cytotoxic. AID 651635; note: potency is the fitted concentration of half-maximal effect; nearly all actives have a fitted effect of over 40% in size
ATXN2 expr inh: ATXN2 expression inhibition | HEK-293 ATXN2-luciferase reporter, luminescence, 24 h | Potency, µM (highest dose often 57 µM), without a hit: top-dose activity change, negative = inhibition, most hits filed as inhibitors | 360,000 compounds, 0.72% hits; note: potency is the fitted concentration of half-maximal effect; % is set by controls: 0 for no effect and ±100 for the full control effect; nearly all actives have a fitted effect of over 55% in size
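ATXN2-luciferase reporter cells (luciferase flanked by upstream and downstream ATXN2 gene portions) were treated 24 h at 37 °C with compounds at up to 57 uM. SteadyGlo luminescence gave expression; GF-AFC fluorescence gave viability.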
IL-1B inflam inh: inhibitors of inflammasome signaling (IL-1 beta secretion); activity change, % at 57.5 µM; THP-1 LPS/ATP IL-1B secretion, AlphaLISA, 16 h; active compounds read low; AID 743279; 360,000 compounds, 4.7% hits; in the data active = activity change below about -50%; inconclusive = mostly about -30% to -49%; note: % is set by controls: 0 for no effect and ±100 for the full control effect
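THP-1 cells pretreated 1 hr with compounds (up to 57.5 uM final), then stimulated with LPS (250 ng/mL final) plus ATP (1.25 mM final); secreted IL-1B measured by AlphaLISA after 16 hr, decreased signal indicating inhibition.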
HT1080 IDH1KD tx: toxicity to HT-1080 IDH1 knockdown cells (counter line); HT-1080 IDH1 knockdown viability, ATP luminescence, 48 h; Potency, µM (doses to about 46.1 µM), for inactives: at the highest dose activity, negative = toxicity, most hits filed as cytotoxic; 360,000 compounds, 2% hits; AID 686971;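 note: potency is the fitted concentration of half-maximal effect; 0% = DMSO wells and -100% = cell-free medium wells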
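CellTiter-Glo luminescence after 48 h compound exposure at 37 degrees C of IDH1-knockdown HT-1080 cells in 5% FBS RPMI. %Activity scaled between DMSO wells and cell-free media wells, with curves fitted and assigned curve classes.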
* hit, by the source's call; i = inactive; ? = inconclusive; nt = not tested or not shown; [ ] = another dose, or the depositor's remark. Unless noted, calls come from the whole dose curve; as a rule, active = well fitted curve in the direction sought with a large enough effect; inconclusive = small, poorly fitted or top-dose-only effect, or another doubt; inactive = no such curve, though single readings can be large; an effect the other way counts as inactive or inconclusive.

SMILES | SW480 rerep | KB-V1 MDR tox | MCF10A rereplic | HT1080-NT tox | KB-3-1 tox | ATXN viability | ATXN2 expr inh | IL-1B inflam inh | HT1080 IDH1KD tx
Cc1ccc2c(c1)N(C(=O)CCC(=O)N1CCC(C(N)=O)CC1)CCO2 | -19.5% | -0.6% | 13.3% | 25.5% | 12.4% | i | 8.2% | 19.7 | 13.7%
Cc1nnc2ccc(-c3cccc(NC(=O)c4ccc(Cl)nc4)c3)nn12 | -14.2% | 13.7% | -0.6% | 1.3% | -4.9% | i | -0.3% | -23.1 | 4.0%
O=C(CCCC(=O)N(CC(=O)NC1CCCC1)Cc1ccccc1Cl)Nc1ccccn1 | 1.5% | 15.9% | -11.2% | 9.9% | 1.0% | i | -1.5% | 2.2 | 11.7%
CCOc1ccc(CNC(=O)CCn2c(=O)oc3ccccc32)cc1OC | -26.7% | -4.1% | ? | -0.8% | 1.5% | i | 4.0% | 0.0 | 9.0%
Cc1ccc(P(=Nc2ccccc2)(N2CCOCC2)N2CCOCC2)o1 | 13.1% | 7.5% | 13.6% | 10.4% | 2.3% | i | 12.5% | 7.5 | 0.0%
CC(=O)c1cc(-c2ccccc2)[nH]c1N1CCOCC1 | ? | -14.0% | ? | -3.0% | 5.2% | i | -4.3% | 1.7 | -7.4%
C#CCOCCOCCOCCNc1nc(N2CCN(C(=O)C(CCC(=O)O)n3cc(C(N)CC(C)C)nn3)CC2)nc(N2CCN(C(=O)C(Cc3cc4ccccc4[nH]3)n3cc(C(N)Cc4ccc(O)cc4)nn3)CC2)n1 (stereo not drawn) | 0.1% | 2.0% | ? | 8.2% | 4.7% | i | -7.1% | 9.9 | -3.6%
CC1Sc2ccc(S(=O)(=O)CCC(=O)Nc3ccccn3)cc2NC1=O (stereo not drawn) | -0.4% | ? | -1.1% | -0.5% | -2.4% | i | 0.1% | 0.0 | 0.6%
CC1=CC(c2ccccc2)n2nc(NC(=O)CCCC(=O)O)nc2N1 (stereo not drawn) | -8.5% | ? | -8.3% | 13.5% | 0.0% | nt | -5.1% | -7.1 | 16.2%
CCCOc1ccc(N2C(=O)CC(N(Cc3ccc(OC)cc3)C(=S)Nc3ccccc3)C2=O)cc1 (stereo not drawn) | ? | ? | -30.2%[inhibitor] | -0.6% | ? | i | 6.0% | -29.6 | -3.3%
CC(OC(=O)CNC(=O)c1cccc(F)c1)C(=O)NC1CCCCC1C (stereo not drawn) | -8.1% | -2.9% | 0.3% | -2.9% | -17.1% | i | 2.7% | 13.6 | -0.3%
O=C(c1cccnc1)N(Cc1ccccc1)C(c1ccccc1)c1nc2ccccc2[nH]1 (stereo not drawn) | nt | 6.8% | nt | 8.6% | 0.0% | ? | 48.9%[activator] | -7.8 | 6.0%
CC(=O)c1ccc(-c2ccc([C@H]3[C@@H]4C=CCC[C@@]4(C)C(=O)N3Cc3ccccc3)c(F)c2)cc1 | -7.4%[9.22 µM] | ? | ? | ? | ? | i | ? | -7.0 | ?
CCOC(=O)Nc1cccc(OCC(=O)Nc2ccccc2OCC)c1 | -14.7% | 6.51µM* | 10.1% | 5.8% | 1.2% | i | -12.6% | 27.9 | 3.0%
Cc1ccc(N2C(=NC(=O)c3ccccc3)SC3CS(=O)(=O)CC32)cc1 (stereo not drawn) | ? | 0.0% | 20.6% | -1.9% | 4.2% | i | -5.5% | -11.6 | -4.9%
O=C(COC(=O)c1ccc(O)cc1)Nc1ccc(OC(F)F)cc1 | -4.7% | 23.3% | -2.0% | -1.3% | -1.2% | i | -7.3% | 36.5 | 9.7%
COC(=O)[C@@]1(Sc2ccc(C)cc2)CC(=O)N(c2ccc3c(ccn3C)c2)[C@@H]1c1ccccc1 | nt | ? | nt | -14.8% | -8.2% | ? | -12.1% | 38.4 | -16.7%
COc1ccc(Cl)cc1N(CC(=O)NCc1ccccn1)S(=O)(=O)c1ccc(C)cc1 | nt | ? | nt | -11.0% | -11.3% | i | nt | -6.2 | -0.7%
O=C(NC1CCCC1)C(c1cccnc1)N(Cc1ccc(F)cc1)C(=O)c1csnn1 (stereo not drawn) | -25.3% | -2.7% | -24.2% | 8.0% | 2.5% | ? | -7.9% | 18.9 | 6.3%
Cc1ccc(C)c(CN2C(=O)c3ccccc3S(=O)c3ccc(C(=O)NCc4ccco4)cc32)c1 (stereo not drawn) | nt | ? | nt | nt | 3.3% | i | -15.4% | nt | nt
CCC1(CC)C(=O)C2=C3C1[C@H](C(=O)OC)CC(C(=O)OC)C[C@H]3n1c(=O)n(-c3ccccc3)c(=O)n1[C@H]2C (stereo partly drawn) | 6.9% | -0.7% | -2.4% | -28.3% | -0.9% | i | -13.9% | -5.8 | -5.1%
O=C(NCc1ccc(F)cc1)C(c1ccc(Cl)cc1)N(C(=O)c1csnn1)C1CC1 (stereo not drawn) | 3.7% | ? | 10.3% | -0.9% | -19.5% | i | -9.6% | -6.3 | 1.9%
CN(C)c1ccc(NC2=C([N+](=O)[O-])CS(=O)(=O)C2)cc1 | 21.1% | 1.4% | 6.7% | ? | -8.1% | i | -7.3% | 11.8 | ?
CC1=C(C(=O)Nc2cccnc2)C(c2ccc(C(C)C)cc2)n2ncnc2N1 (stereo not drawn) | -1.3% | -20.9% | 0.9% | 5.5% | 6.7% | i | 6.4% | 5.4 | 4.5%
CC(C)(C)[C@@H]1C=C(C(=O)O)O[C@H](OCc2ccc(CO)cc2)C1 | -3.3% | 10.3% | ? | -0.1% | -6.8% | i | 8.4% | -5.2 | 2.2%
Carrying on:
SMILES | SW480 rerep | KB-V1 MDR tox | MCF10A rereplic | HT1080-NT tox | KB-3-1 tox | ATXN viability | ATXN2 expr inh | IL-1B inflam inh | HT1080 IDH1KD tx
CC1CCCCN1c1nnc(NC(=O)Nc2ccccc2F)s1 (stereo not drawn) | nt | -22.0% | nt | nt | 0.6% | i | 70.8%[activator] | nt | nt
CCCCN1C(=O)C(=O)N(CC(=O)Nc2cc(Cl)ccc2OC)C1=O | -20.8% | 0.0% | 6.5% | -3.0% | 17.4% | i | 0.7% | 2.9 | -4.0%
CC(=O)Nc1ccc(S(=O)(=O)Nc2ccc3c(c2)OCCO3)cc1 | -22.7% | 3.5% | 2.2% | 0.5% | -4.3% | i | 3.8% | 10.6 | -4.4%
Nc1nc(-c2ccc3c(c2)CCCC3)cs1 | 7.3% | 0.1% | 12.7% | -18.0% | -3.9% | i | 64.0%[activator] | -26.9 | -22.7%
O=C1CC(c2nnc(Cc3cccc(Cl)c3)o2)CN1c1ccccc1 (stereo not drawn) | nt | -15.5% | nt | nt | 1.0% | i | -9.6% | nt | nt
COC(=O)c1cccc(NS(=O)(=O)c2ccc(OC)c(C(=O)N3CCOCC3)c2)c1C | -2.9% | 2.8% | -0.3% | 2.8% | -0.5% | i | -5.4% | -3.8 | 6.4%
Cc1ccc(C(=O)NCCc2nnc3ccc(SCC(=O)N4CCCC4)nn23)cc1 | -4.3% | nt | 6.4% | 0.0% | nt | ? | -7.4% | -7.8 | -2.1%
Fc1ccc(C2CCCN2Cc2nc(-c3cnccn3)no2)cc1 (stereo not drawn) | 3.0% | -5.7% | 8.1% | -3.3% | -2.0% | i | nt | 7.0 | ?
O=C(COC(=O)CCc1nc2ccccc2s1)Nc1ccc(Cl)cn1 | -3.4% | 1.1% | 5.4% | 24.4% | 18.1% | i | 5.7% | 25.2 | 0.2%
CN(CC(=O)Nn1cnnc1)S(=O)(=O)c1ccc(Br)cc1 | -5.3% | -1.6% | 13.9% | 13.7% | 1.5% | i | -8.1% | 0.0 | -13.3%
O=C(O)Cc1ccc(NC(=O)CCN2C(=O)c3ccc([N+](=O)[O-])cc3C2=O)cc1 | 1.2% | 0.8% | 4.3% | 11.6% | -11.8% | i | 8.8% | 14.3 | 10.3%
Cc1ccc2c(c1)S(=O)(=O)c1ccc3ccccc3c1N2 | -0.5% | -0.4% | -2.3% | 15.1% | 5.2% | i | -2.6% | 8.9 | 2.1%
CC(C)C(C=Cc1ccccc1)=NNS(=O)(=O)c1ccccc1 | nt | 2.9% | nt | 1.5% | 0.0% | i | 2.5% | 14.3 | -0.2%
Cc1ccc(C(=O)N2CCN(c3ncc(C(F)(F)F)cc3Cl)CC2)s1 | -1.0% | ? | 17.9% | -2.4% | -17.5% | i | -17.8% | 0.0 | -3.3%
CCCc1c(C)[nH]c2ccc(C(=O)O)cc2c1=S | 3.8% | 14.1% | -1.0% | 5.2% | 8.7% | i | 6.7% | 8.2 | ?
COc1ccccc1N(Cc1ccccc1)S(=O)(=O)c1cc(C(=O)O)ccc1Cl | 1.8% | -0.8% | 18.4µM* | ? | 7.4% | i | -7.0% | 28.5 | ?

Taken from above.
Reading for CN(CC(=O)Nn1cnnc1)S(=O)(=O)c1ccc(Br)cc1 in MCF10A rereplic: 13.9%
Reading for CC1CCCCN1c1nnc(NC(=O)Nc2ccccc2F)s1 (stereo not drawn) in KB-3-1 tox: 0.6%

Some of these compounds in order of length of the SMILES, highest first.
SMILES | SW480 rerep | KB-V1 MDR tox | MCF10A rereplic | HT1080-NT tox | KB-3-1 tox | ATXN viability | ATXN2 expr inh | IL-1B inflam inh | HT1080 IDH1KD tx
COc1ccccc1N(Cc1ccccc1)S(=O)(=O)c1cc(C(=O)O)ccc1Cl | 1.8% | -0.8% | 18.4µM* | ? | 7.4% | i | -7.0% | 28.5 | ?
O=C(COC(=O)CCc1nc2ccccc2s1)Nc1ccc(Cl)cn1 | -3.4% | 1.1% | 5.4% | 24.4% | 18.1% | i | 5.7% | 25.2 | 0.2%
Cc1ccc2c(c1)S(=O)(=O)c1ccc3ccccc3c1N2 | -0.5% | -0.4% | -2.3% | 15.1% | 5.2% | i | -2.6% | 8.9 | 2.1%
